Source: PubChem
TNAP Pi inh: human TNAP enzyme inhibitors, primary screen, biochemical, colorimetric, phosphate release readout; inhibition, % at 20 µM; purified TNAP, pNPP, malachite green phosphate absorbance; 21,000 tested, under 10 active; AID 614, 2007
Target sequence (P05186 whole entry, looked up): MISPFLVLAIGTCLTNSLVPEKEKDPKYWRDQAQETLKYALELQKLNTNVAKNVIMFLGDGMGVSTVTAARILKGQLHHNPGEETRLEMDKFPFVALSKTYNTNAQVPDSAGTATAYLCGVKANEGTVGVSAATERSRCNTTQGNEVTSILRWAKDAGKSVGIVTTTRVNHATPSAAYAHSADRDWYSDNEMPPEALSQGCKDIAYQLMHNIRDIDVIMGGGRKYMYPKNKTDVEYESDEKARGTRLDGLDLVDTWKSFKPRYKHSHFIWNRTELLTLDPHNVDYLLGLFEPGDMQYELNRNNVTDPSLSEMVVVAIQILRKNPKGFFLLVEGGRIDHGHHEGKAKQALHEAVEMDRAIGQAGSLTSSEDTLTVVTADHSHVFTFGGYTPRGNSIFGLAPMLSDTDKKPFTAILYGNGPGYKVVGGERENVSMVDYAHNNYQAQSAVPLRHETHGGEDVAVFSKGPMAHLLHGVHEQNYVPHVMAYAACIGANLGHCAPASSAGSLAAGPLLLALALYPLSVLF
TNAP pNPP inh: human TNAP enzyme inhibitors, primary screen, biochemical, colorimetric, p-nitrophenol readout | Alkaline phosphatase, tissue-nonspecific isozyme (Homo sapiens), P05186 | AID 615, 2007 | inhibition, % at 20 µM | purified TNAP, pNPP hydrolysis, absorbance 405 nm | 21,000 tested, under 10 active;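 further: 0% = DMSO only wells and 100% = 1 mM levamisole wells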
An asterisk follows results filed as active.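 How the source made its calls: active means inhibition above 50% at the 20 µM single-dose screen; inactive means the rest.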

SMILES	TNAP Pi inh	TNAP pNPP inh
COc1ccc(Cn2nnnc2CN2CCc3ccccc32)cc1	-17	3
CCn1c(SCC(=O)Nc2cc(C)on2)nnc1-c1ccncc1	14	6
O=C(CN(C(=O)CCC(=O)Nc1ccccn1)c1ccc2c(c1)OCO2)NCc1ccco1	2	0
Cc1ccc(Cn2c(-c3nonc3N)nc3ccccc32)cc1	10	6
Cc1cccn2c(=O)c(/C=C(\C#N)S(=O)(=O)c3ccccc3)c(N3CCN(C)CC3)nc12	6	-2
COc1ccc(C)cc1NC(=O)C1CCCCC1C(=O)O (stereo not given)	2	4
Cc1ccc(NC(=O)c2cccc(Cl)c2)nc1	12	6
Cc1ccc2nsnc2c1S(=O)(=O)N(Cc1ccco1)Cc1cc2cccc(C)c2[nH]c1=O	0	0
CCN(CC(=O)Nc1ccc2c(c1)OCCO2)Cc1cc(=O)oc2c(C)c(C)ccc12	10	3
O=C(NCCOCCOCCNC(=O)c1cccnc1)c1cccnc1	6	3
O=C(O)CCNS(=O)(=O)c1ccccc1	1	1
CCOC(=O)CSc1n[nH]c(-c2cccnc2)n1	10	3
C=CCn1c(COc2cccc3cccnc23)nnc1SCC(=O)OC	-6	-1
CCOC(=O)c1ccc(COC(=O)c2ccc(-c3nnc(-c4ccccc4)o3)cc2)o1	5	-2
O=C(Nc1cnn(Cc2ccc(F)cc2)c1)c1cc2nc(-c3ccco3)cc(C(F)(F)F)n2n1	12	-4
Cc1cccc(C)c1OCC(=O)NCc1nnc(SCC(=O)NC2CCCCC2)n1C	-4	1
COc1ccc(S(=O)(=O)N(CC(=O)O)c2ccccc2)cc1	6	0
O=C(Cn1nnc(-c2cccc(C(F)(F)F)c2)n1)N1CCOCC1	-17	0
CCc1nnc2sc(-c3ccc(NC(=O)c4ccc5c(c4)OCCO5)cc3)nn12	4	1
CCCCn1nc(C(=O)O)ccc1=O	15	7
O=c1[nH]cnc2c1N1CCC2CC1	7	6
O=C(Nc1ccc(Cl)cc1)c1cc2nc(-c3ccco3)cc(C(F)(F)F)n2n1	7	-1
Cn1nc(C(=O)NCc2ccc(F)cc2)c2ccccc2c1=O	10	5
O=C(Nc1ccc(Cl)c(Cl)c1)OCc1cccnc1	0	0
Cn1cccc1C(=O)c1ccc(Cl)cc1Cl	-8	6
O=C(CN1CCC(n2nnc3cc(C(F)(F)F)ccc32)CC1)N1CCc2ccccc21	12	2
O=S(=O)(c1ccc(N2CCCC2)cc1)C(F)(F)F	-8	-9
C=CCn1c(SCC(=O)Nc2ccc3c(c2)OCCO3)nnc1-c1ccco1	14	5
O=C(CN(CCCN1CCOCC1)C(=O)Cn1nnc(-c2ccc(F)cc2)n1)NC1CCCCC1	12	8
COc1ccccc1N1CCN(C(=O)c2oc3ccccc3c2C)CC1	9	13
CC1CCCCC1NS(=O)(=O)c1ccc(S(=O)(=O)NCc2ccncc2)cc1 (stereo not given)	14	6
O=S(=O)(c1ccc(S(=O)(=O)N2CCN(C/C=C/c3ccccc3)CC2)cc1)N1CCCC1	13	4
O=C(CN(C1CCCCC1)S(=O)(=O)c1ccc(F)cc1)NCc1ccncc1	6	2
C=CCOc1ccccc1CNCc1cccnc1	12	7
Cc1cc(C(C)(C)C)cc(C)c1COC(=O)C1CCC(=O)N1 (stereo not given)	24	7
Nc1nc(-c2ccco2)nc(N2CCCCC2)n1	6	4
COCCN(CC(=O)NCc1ccc(F)cc1)C(=O)CCC(=O)Nc1nccs1	7	1
CC1CCCCN1C(=O)CSc1nc2ccccc2n1CC(=O)N1CCc2ccccc21 (stereo not given)	8	0
COc1ccc(-c2noc(CCC(=O)Nc3cccc(C)c3)n2)cc1	11	5
CC(=O)Nc1c(I)c(NC(C)=O)c(I)c(C(=O)O)c1I	6	2
CS(=O)(=O)N1CCN(C2CCN(Cc3ccccc3)CC2)CC1	11	5
COc1cc(C)nc(N(Cc2ccccc2)S(=O)(=O)c2ccccc2)n1	12	2
OC(CNCC1CCCO1)Cn1c2ccccc2c2ccccc21 (stereo not given)	6	2
CCCn1c(SCc2ccc(Cl)cc2)nc2c1c(=O)[nH]c(=O)n2C	9	5
COc1ccc(OC)c(C(O)c2nc3ccccc3n2C(C)C)c1 (stereo not given)	9	6
O=C1CCCN1c1ccc(S(=O)(=O)NCc2ccco2)cc1	11	5
CCn1c(SCC(=O)c2[nH]c(C)c(C(C)=O)c2C)nnc1-c1cccs1	10	3
CCn1nc(C(=O)O)c(=O)c2cc3c(cc21)OCO3	-9	-18
Cc1nnc(SCCOC(N)=O)n1C	7	-3
COc1cc(OC)cc(-c2nnc(SCC(=O)N3CCOCC3)o2)c1	13	7
Cc1cc(C)c(C#N)c(SCC(=O)NC2CC2)n1	8	3
O=C(NCCC1=CCCCC1)c1ccc(CN2CCOCC2)cc1	-6	3
c1cncc(-c2nc(Oc3ccc(-c4nnco4)cc3)c3c4c(sc3n2)CCCC4)c1	8	6
CS(=O)(=O)N(CC(=O)N1CCCC1)c1ccc(OCc2ccccc2)cc1	18	8
Cc1ccc2c(c1)C1C=CCC1C(C(=O)O)N2 (stereo not given)	-9	2
Brc1ccc(Oc2nsnc2N2CCOCC2)cc1	9	3
COc1ccc(-c2nnc(SCC(N)=O)n2N)cc1	10	-4
CCCCNC(=O)NS(=O)(=O)c1ccc(C(=O)OC(C)C)o1	8	1
CCCOc1ccc(/C(O)=C2/C(=O)C(=O)N(CCN(C)C)C2c2ccc(OC)c(OC)c2)cc1 (stereo not given)	8	-2
COc1ccc(C)cc1S(=O)(=O)N(C)CC(=O)N1CCCCCC1	0	0

More records follow.
SMILES	TNAP Pi inh	TNAP pNPP inh
CC(C)CNS(=O)(=O)c1ccc(CCC(=O)Nc2ccc3c(c2)OCO3)cc1	-12	-4
O=C1NCCCC2c3c(cc(Br)c(O)c3Br)OC12N1CCOCC1 (stereo not given)	12	3
O=C(NC1CCCCCC1)c1c(O)c2ccccc2[nH]c1=O	2	0
CCOc1ccc(-c2nnc(-c3cccnc3)o2)cc1OCC	4	4
COc1ccc(S(=O)(=O)N(C)c2c(C)n(C)n(-c3ccccc3)c2=O)cc1OC	1	-7
CCSC(SCC)[C@H](O)[C@@H](O)[C@H](O)[C@H](O)CO	-15	4
C=CCn1c(SCCC(=O)O)nc2c1c(=O)n(C)c(=O)n2C	-12	5
CN1C(=O)N2CN(C3CCCCC3)CN3C(=O)N(C)C1C23 (stereo not given)	7	1
O=C1OCCC1Sc1nnc(-c2ccc(Br)cc2)o1 (stereo not given)	6	1
CC(C)Oc1cccc(C(=O)Nc2ccc(NC(=O)c3ccco3)cc2)c1	-1	3
CC(C)=CCC(C)(C)CNC(=O)NC1CCCCC1	9	3
COCCCn1c(SCC(=O)NC2CCCC2)nnc1-c1ccco1	3	2
COc1ccccc1NC(=O)c1ccc(-c2ccccc2F)o1	5	-1
CN(C)c1nc(N(C)C)nc(N(C)C)n1	7	2
Cc1onc(-c2ccccc2Cl)c1C(N)=O	15	2
COC(=O)c1ccc2ccn(CC(=O)NC(C)C)c2c1	8	4
Cc1cc(C)n(S(=O)(=O)Cc2ccccc2)n1	-13	-12
Cc1ccc(-c2noc(CCC(=O)Nc3ccccc3C)n2)cc1	0	-2
COC(=O)c1cccc(COC(=O)c2ccccc2NC(=O)c2ccco2)c1	12	1
COc1ccc(-c2nc(C#N)c(NCc3ccc(C)cc3)o2)cc1OC	-1	3
COCCCNC(=O)C1CCN(c2ncccn2)CC1	13	4
COC(=O)Nc1c(C)n(C)n(-c2ccccc2)c1=O	6	5
Cc1csc(SCc2c(C(=O)O)oc3ccccc23)n1	15	7
COc1cc(-c2noc(C3CCCN(S(=O)(=O)c4cccc(Cl)c4)C3)n2)cc(OC)c1OC (stereo not given)	-3	6
Cc1ccc(S(=O)(=O)Nn2c(C)ccc2C)cc1	10	3
CCCC1CC(=O)OC1(C)C(=O)CSc1n[nH]c(-c2ccccc2)n1 (stereo not given)	8	6
COc1ccc2[nH]c(=O)c(CN(C)C(=O)COc3ccccc3)cc2c1	5	3
C[C@@H](Nc1nc(-c2ccccc2)nc2c1oc1ccccc12)C(=O)O	-6	5
Cc1noc(C)c1C(=O)NCCC1=CCCCC1	0	-5
CCOCCCNc1ncc2c(n1)CC(c1ccc(C)cc1)CC2=O (stereo not given)	-1	7
CC(=O)c1ccc(O)c(CO)c1	-4	-1
O=C(Nc1cccc(Cl)c1N1CCCC1)c1cc2ccccc2o1	3	-5
Cn1c(NC(=O)c2ccco2)c(-c2ccccc2Cl)c(=O)c2ccccc21	1	5
COC(=O)c1ccccc1NC=C1C(=O)OC2(CCCCC2)OC1=O	-7	1
O=C1N/C(=N/c2ccccn2)SC1Cc1ccccc1 (stereo not given)	-2	4
COC(=O)CSc1nnc(CCc2nc3ccccc3[nH]2)n1C	9	7
C=CCn1c(SCC(=O)N2CCOCC2)nc(O)c(Cc2ccccc2)c1=O	10	2
Cc1ccc(OCC(O)Cn2c(=N)n(CCN3CCOCC3)c3ccccc32)cc1 (stereo not given)	12	-3
O=C(Nc1ccc2c(c1)OCO2)C1CCCN1C(=O)Nc1cccc(F)c1 (stereo not given)	8	3
O=C(O)c1ccccc1C(=O)N1CCN(c2cccc(Cl)c2)CC1	13	-2

A second format for some results above.
| TNAP Pi inh | TNAP pNPP inh | Structure |
| --- | --- | --- |
| -4 | -1 | CC(=O)c1ccc(O)c(CO)c1 |
| 3 | -5 | O=C(Nc1cccc(Cl)c1N1CCCC1)c1cc2ccccc2o1 |

Going on with the list.
SMILES	TNAP Pi inh	TNAP pNPP inh
O=C(NCc1ccc2c(c1)OCO2)c1ccc(CN2CCOCC2)cc1	10	8
CCOC(=O)c1cnn2c(C(F)(F)F)cc(-c3ccco3)nc12	2	-2
CCCOc1cccc(C2C(C(=O)c3ccc(C)o3)=C(O)C(=O)N2CCCN(C)C)c1 (stereo not given)	-5	3
N#CCCN1CCn2c1nc1ccccc12	4	-1
CCOc1cccc(=O)c2c(C)n(C)c(C)c12	3	-3
COc1ccc(CSc2nnc3n(C)c(=O)c4c5c(sc4n23)CCCC5)cc1	3	0
CCCC(=O)C1C(=O)CC(C)(C)C(c2cc(C)no2)C1=O (stereo not given)	9	5
COc1ccc(CC(=O)N2CCN(c3ccccn3)CC2)cc1	2	-1
COc1ccc(CSc2nnc(C)n2N)cc1Br	14	6
CC(C)C(C(=O)Nc1nccs1)c1ccccc1 (stereo not given)	1	-3
CCN(CC)S(=O)(=O)c1ccc(Cl)c(C(=O)NCC2CCCO2)c1 (stereo not given)	10	7
CC(C)c1ccc2oc(-c3ccc(NC(=O)c4ncn[nH]4)cc3)nc2c1	9	5
COc1ccc(C(=O)Nc2ncc3c(n2)CC(c2ccco2)CC3=O)cc1 (stereo not given)	-4	2
C=CCN1CCN(C(c2ccccc2)c2nnnn2CCC(C)C)CC1 (stereo not given)	3	-4
Cc1cc(C(=O)OCC(=O)N2CCOCC2)c2ccccc2n1	14	4
CCCCn1c(NCc2ccccn2)nc2ccccc21	8	5
O=C(CSc1nnc(CN2CCOCC2)n1-c1ccc(Cl)cc1)Nc1cc(Cl)ccc1O	0	0
Cc1ccc(C)c(NC(=O)C2CC(Cl)=CCC2C(=O)O)c1 (stereo not given)	4	-4
CSc1nc(N)nc(SCC(=O)CC(=O)OC(C)C)c1C#N	-4	-3
CCc1cc2c(=O)c(-c3nc4ccccc4n3C)c(C)oc2c(CN2CCN(C)CC2)c1O	6	1
Cc1ccc(S(=O)(=O)N[C@@H](CC(C)C)C(=O)NCc2ccco2)cc1	-15	3

No new results follow: entries from further up.
SMILES	TNAP Pi inh	TNAP pNPP inh
Cn1c(NC(=O)c2ccco2)c(-c2ccccc2Cl)c(=O)c2ccccc21	1	5
COC(=O)c1ccccc1NC=C1C(=O)OC2(CCCCC2)OC1=O	-7	1
O=C1N/C(=N/c2ccccn2)SC1Cc1ccccc1 (stereo not given)	-2	4
COC(=O)CSc1nnc(CCc2nc3ccccc3[nH]2)n1C	9	7
C=CCn1c(SCC(=O)N2CCOCC2)nc(O)c(Cc2ccccc2)c1=O	10	2
Cc1ccc(OCC(O)Cn2c(=N)n(CCN3CCOCC3)c3ccccc32)cc1 (stereo not given)	12	-3
O=C(Nc1ccc2c(c1)OCO2)C1CCCN1C(=O)Nc1cccc(F)c1 (stereo not given)	8	3
O=C(O)c1ccccc1C(=O)N1CCN(c2cccc(Cl)c2)CC1	13	-2
O=C(NCc1ccc2c(c1)OCO2)c1ccc(CN2CCOCC2)cc1	10	8
CCOC(=O)c1cnn2c(C(F)(F)F)cc(-c3ccco3)nc12	2	-2
CCCOc1cccc(C2C(C(=O)c3ccc(C)o3)=C(O)C(=O)N2CCCN(C)C)c1 (stereo not given)	-5	3
N#CCCN1CCn2c1nc1ccccc12	4	-1
CCOc1cccc(=O)c2c(C)n(C)c(C)c12	3	-3
COc1ccc(CSc2nnc3n(C)c(=O)c4c5c(sc4n23)CCCC5)cc1	3	0
CCCC(=O)C1C(=O)CC(C)(C)C(c2cc(C)no2)C1=O (stereo not given)	9	5
COc1ccc(CC(=O)N2CCN(c3ccccn3)CC2)cc1	2	-1
COc1ccc(CSc2nnc(C)n2N)cc1Br	14	6
CC(C)C(C(=O)Nc1nccs1)c1ccccc1 (stereo not given)	1	-3
CCN(CC)S(=O)(=O)c1ccc(Cl)c(C(=O)NCC2CCCO2)c1 (stereo not given)	10	7
CC(C)c1ccc2oc(-c3ccc(NC(=O)c4ncn[nH]4)cc3)nc2c1	9	5
COc1ccc(C(=O)Nc2ncc3c(n2)CC(c2ccco2)CC3=O)cc1 (stereo not given)	-4	2
C=CCN1CCN(C(c2ccccc2)c2nnnn2CCC(C)C)CC1 (stereo not given)	3	-4
Cc1cc(C(=O)OCC(=O)N2CCOCC2)c2ccccc2n1	14	4
CCCCn1c(NCc2ccccn2)nc2ccccc21	8	5
O=C(CSc1nnc(CN2CCOCC2)n1-c1ccc(Cl)cc1)Nc1cc(Cl)ccc1O	0	0
Cc1ccc(C)c(NC(=O)C2CC(Cl)=CCC2C(=O)O)c1 (stereo not given)	4	-4
CSc1nc(N)nc(SCC(=O)CC(=O)OC(C)C)c1C#N	-4	-3
CCc1cc2c(=O)c(-c3nc4ccccc4n3C)c(C)oc2c(CN2CCN(C)CC2)c1O	6	1
Cc1ccc(S(=O)(=O)N[C@@H](CC(C)C)C(=O)NCc2ccco2)cc1	-15	3

This is a subset; the hit share may differ from the screen's.
